Screening data: PubChem, National Center for Advancing Translational Sciences (NCATS)
D2 potentiator: positively modulates the human D2 dopamine receptor allosterically. P14416. HEK293 T-REx D2, calcium flux, EC20 dopamine potentiation. potentiation, % at 10 µM. hit rate 0.34% among 340,000;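 active means potentiation over 3 SD above the plate norm, cut at about 30% in these data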; further: 0% is about no effect
Target sequence (P14416 whole entry, looked up): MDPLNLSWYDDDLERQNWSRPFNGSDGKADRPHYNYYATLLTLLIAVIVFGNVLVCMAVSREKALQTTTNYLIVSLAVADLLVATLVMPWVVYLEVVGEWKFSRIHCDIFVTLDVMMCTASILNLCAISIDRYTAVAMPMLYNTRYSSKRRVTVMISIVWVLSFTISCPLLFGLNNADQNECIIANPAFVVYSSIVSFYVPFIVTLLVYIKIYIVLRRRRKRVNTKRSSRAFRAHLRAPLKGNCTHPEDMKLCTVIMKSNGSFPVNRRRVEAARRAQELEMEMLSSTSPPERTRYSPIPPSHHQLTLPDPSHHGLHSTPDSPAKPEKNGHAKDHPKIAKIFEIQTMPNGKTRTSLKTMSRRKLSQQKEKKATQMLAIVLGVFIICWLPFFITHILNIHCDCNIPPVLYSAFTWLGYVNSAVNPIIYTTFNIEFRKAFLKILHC
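Tetracycline-induced Hek293 Trex D2 cells, force-coupled to calcium, loaded with no-wash calcium dye. Compound added with 180 s kinetic read for agonism, then EC20 dopamine and a further 180 s read for potentiation.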
D1 antagonist: antagonists of human D1 dopamine receptor | HEK293 TREx D1 cells, calcium flux, dopamine EC80; stronger effect = lower value | activity change, negative = inhibition, % at 10 µM | hit rate 3.2% among 360,000; in the data active means activity change below about -30%; further: on the % scale 0 is the no-effect control and ±100 the full control effect
Target sequence (P21728 whole entry, looked up): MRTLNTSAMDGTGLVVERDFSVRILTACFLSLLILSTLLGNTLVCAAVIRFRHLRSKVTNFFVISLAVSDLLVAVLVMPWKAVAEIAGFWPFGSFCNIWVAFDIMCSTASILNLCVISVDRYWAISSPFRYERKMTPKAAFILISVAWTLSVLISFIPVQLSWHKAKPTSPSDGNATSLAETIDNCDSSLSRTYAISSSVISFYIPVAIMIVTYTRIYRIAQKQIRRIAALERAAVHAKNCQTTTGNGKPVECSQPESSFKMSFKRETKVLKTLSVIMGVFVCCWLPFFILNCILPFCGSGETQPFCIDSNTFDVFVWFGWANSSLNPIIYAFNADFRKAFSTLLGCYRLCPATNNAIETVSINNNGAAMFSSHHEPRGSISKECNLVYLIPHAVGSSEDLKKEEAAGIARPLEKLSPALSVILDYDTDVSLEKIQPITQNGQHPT
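Tetracycline-induced HEK293 T-REx cells with force-coupled D1 receptor were loaded with a no-wash calcium dye. Compound was added after a 10 s baseline and read kinetically for 180 s; EC80 dopamine was then added and calcium flux followed another 180 s.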
GRP78 ERSR act: ER stress response induction in glioma; U87-MG GRP78 promoter luciferase reporter, 16 h; Potency, µM, inactives show at the top dose activation, hits mostly activators; hit rate 0.02% among 420,000; further: potency means the concentration at half of the fitted maximal effect; series mostly up to about 76 µM; % of control where 0% means no effect; nearly all actives have a fitted effect of over 35% in size
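Stably transfected U87-MG human glioma cells carrying a GRP78-based luminescent sensor were seeded at 1000 cells/well, pin-dosed with compounds and incubated 16 h. Luciferase reagent was then added, and end-point luminescence was read after 10 min at room temperature.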
RXFP1 agonist: RXFP1 (human) receptor agonism | HEK293T-RXFP1 cAMP TR-FRET, 30 min; response scale: percent of porcine relaxin response, buffer zero | Potency, µM (titrated, usually from 57.5 µM), without a hit: top-dose activation, actives largely listed as activators | Q9HBX9 | hit rate 0.3% among 370,000; further: potency means the concentration at half of the fitted maximal effect; on the % scale 0 is the no-effect control and ±100 the full control effect; nearly all actives have a fitted effect of over 60% in size; many of its hits are not listed in these tables
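HEK293T cells stably expressing RXFP1 were pretreated with the PDE4 inhibitor Ro 20174, exposed to compounds for 30 min at 37C, lysed, and cAMP was read by TR-FRET. Data normalized to buffer (basal) and 29 nM porcine relaxin (100%).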
D1 PAM: potentiators of human D1 dopamine receptor | P21728 | HEK293 TREx D1 cells, calcium flux, dopamine EC20 potentiation | potentiation, % at 10 µM | hit rate 0.036% among 360,000 | AID 504651; in the data active means potentiation above about 30%; further: 0% is about no effect
D1 ag: human D1 receptor agonism | HEK293 T-REx D1 cells, calcium flux, agonist mode | hit rate 1% among 360,000 | P21728 | activation, % at 2 µM; in the data active means activation above about 30%; further: 0% is about no effect
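Tetracycline-induced HEK293 TREx D1 cells, force-coupled to calcium signalling, were dye-loaded with a no-wash calcium kit. Compound was pin-added after a 10 s baseline. Fluorescence was read kinetically at 1 cycle/s for 180 s, with calcium rises flagged as agonism.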
Vif-APOBEC3G blk: Vif-A3G binding inhibition. Q9HC16. hit rate 0.076% among 410,000. Potency, µM (highest dose often 46.1 µM), inactives show at the top dose activity, negative = active, usual class: inhibitors. HeLa A3G-eYFP + Vif (tagged APOBEC3G with the HIV-1 protein that degrades it), YFP fluorescence, overnight;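 further: potency means the concentration at half of the fitted maximal effect; on the % scale 0 is the no-effect control and ±100 the full control effect; nearly all actives have a fitted effect of over 60% in size; hits raise eYFP signal because A3G escapes Vif-driven loss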
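Read-out is eYFP fluorescence (Ex 488/Em 500-530) from Vif-expressing HeLa A3G-eYFP cells; more signal means A3G escaped Vif-mediated degradation. Cells plated overnight, compound pinned in, incubated overnight at 37 deg C.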
LDHA block: LDHA (human) enzyme inhibition | hit rate 0.15% among 480,000 | purified LDHA, NADH/diaphorase-resazurin fluorescence; stronger effect = lower value | activity change, % (values are at about 110 or 230 µM) | P00338; in the data active means activity change below about -30%; inconclusive means mostly about -25% to -30%;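 further: plate controls were DMSO wells for no effect and wells without enzyme for full effect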
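Human LDH5 (2 nM) was incubated with 0.06 mM NADH and 0.2 mM pyruvate for 5 min at room temperature in Tris pH 7.4. Remaining NADH was coupled through diaphorase/resazurin, and resorufin fluorescence was read at 0 and 20 min.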
Vif-A3F inh: blocks the Vif interaction with APOBEC3F. HeLa A3F-eYFP + Vif (tagged APOBEC3F with the HIV-1 protein that degrades it), YFP fluorescence increase. Potency, µM (top dose mostly 46.1 µM), inactives show at the highest dose activity, negative = active. hit rate 0.2% among 390,000. AID 602313; further: potency means the concentration at half of the fitted maximal effect; % of control where 0% means no effect; nearly all actives have a fitted effect of over 65% in size
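Fluorescence increase (Ex 488/Em 500-530) after overnight compound treatment at 37 deg C flags inhibition of Vif-driven A3F-eYFP loss in stable HeLa A3F-eYFP/Vif cells seeded overnight beforehand.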
An asterisk follows results filed as active; & = joins results of further samples. Unless noted, the call rests on the fitted dose curve; in most records, active means well fitted curve in the direction sought with a large enough effect; inconclusive means small, poorly fitted or top-dose-only effect, or another doubt; inactive means no such curve, though single readings can be large; an effect the other way counts as inactive or inconclusive.

CCOc1ccc(NC(=O)CN(C)C(=O)c2ccc(N3CCCCCC3)c([N+](=O)[O-])c2)cc1OCC was read as D2 potentiator 10, D1 antagonist 14, GRP78 ERSR act -4%, RXFP1 agonist 1.0%, D1 PAM -10, D1 ag 0, Vif-APOBEC3G blk 0%, LDHA block 2 and Vif-A3F inh 4%.
For CSCCC(N=C(NS(=O)(=O)c1ccc(C)cc1)c1ccccc1)C(=O)O (configuration not stated) the results were D2 potentiator 7, D1 antagonist 8, GRP78 ERSR act -3%, RXFP1 agonist 3.6%, D1 PAM -4, D1 ag 2, Vif-APOBEC3G blk -3%, LDHA block -5 and Vif-A3F inh -2%.
`COC(=O)c1ccccc1NC(=O)CN1CCC(C(=O)c2ccc3c(c2)OCCO3)CC1` gave D2 potentiator 6, D1 antagonist -32*, GRP78 ERSR act 2%, RXFP1 agonist 3.7%, D1 PAM 2, D1 ag 7, Vif-APOBEC3G blk 0%, LDHA block -5 and Vif-A3F inh 1%.
For Clc1cccc(Cl)c1CON/C=N/c1ncnc2sccc12 the results were D2 potentiator 9, D1 antagonist 3, GRP78 ERSR act -2%, RXFP1 agonist 5.3%, D1 PAM -2, D1 ag 6, Vif-APOBEC3G blk -6%, LDHA block -11 and Vif-A3F inh 0%.
O=C(Nc1cccc(-n2cnnn2)c1)c1cc(Cl)nc(Cl)c1 was read as D2 potentiator -2, D1 antagonist -25, GRP78 ERSR act 0%, RXFP1 agonist 5.5%, D1 PAM -16, D1 ag 14, Vif-APOBEC3G blk 1%, LDHA block -10 and Vif-A3F inh 2%.
CC(C)(C)CC(C)(C)NCC(O)COc1c(F)cc(Br)cc1F (configuration not stated) was read as D2 potentiator -15, D1 antagonist 7, GRP78 ERSR act -5%, RXFP1 agonist 0.0%, D1 PAM -8, D1 ag 39*, Vif-APOBEC3G blk -11%, LDHA block 2 and Vif-A3F inh -2%.
Cn1c(=O)[nH]c2c(c1=O)CCO2 was read as GRP78 ERSR act -3%, Vif-APOBEC3G blk 0%, LDHA block -8 and Vif-A3F inh 4%.
`CCOc1cc(CNCc2ccncc2)cc(Cl)c1OC` gave D2 potentiator -10, D1 antagonist 19, GRP78 ERSR act -3%, RXFP1 agonist 0.3%, D1 PAM 0, D1 ag 3, Vif-APOBEC3G blk 1%, LDHA block -6 and Vif-A3F inh -24%.
COc1ccc(C(=O)/C=C/Nc2ccc(S(=O)(=O)Nc3nc(C)cc(C)n3)cc2)cc1OC was read as D2 potentiator 4, D1 antagonist 4, GRP78 ERSR act inconclusive, RXFP1 agonist 4.2%, D1 PAM 1, D1 ag 0, Vif-APOBEC3G blk -5%, LDHA block -5 and Vif-A3F inh 2%.
COc1c2ccoc2nc2c(OC)c(OCC(O)C(C)(C)O)ccc12 (configuration not stated) was read as D1 antagonist 0, GRP78 ERSR act 3%&-3%&-1%, RXFP1 agonist 5.2%, D1 PAM 6, D1 ag 0, Vif-APOBEC3G blk 0%, LDHA block 5 and Vif-A3F inh 2%.

Reprinted from the part before: 2 entries; new compounds follow.
COc1ccc(C(=O)/C=C/Nc2ccc(S(=O)(=O)Nc3nc(C)cc(C)n3)cc2)cc1OC was read as D2 potentiator 4, D1 antagonist 4, GRP78 ERSR act inconclusive, RXFP1 agonist 4.2%, D1 PAM 1, D1 ag 0, Vif-APOBEC3G blk -5%, LDHA block -5 and Vif-A3F inh 2%.
COc1c2ccoc2nc2c(OC)c(OCC(O)C(C)(C)O)ccc12 (configuration not stated) was read as D1 antagonist 0, GRP78 ERSR act 3%&-3%&-1%, RXFP1 agonist 5.2%, D1 PAM 6, D1 ag 0, Vif-APOBEC3G blk 0%, LDHA block 5 and Vif-A3F inh 2%.
Screening Cc1ccccc1NC(=O)c1cccc(Cn2cc(Br)c([N+](=O)[O-])n2)c1 returned D2 potentiator -5, D1 antagonist 1, GRP78 ERSR act -6%, RXFP1 agonist 3.6%, D1 PAM -4, D1 ag 5, Vif-APOBEC3G blk 0%, LDHA block -1 and Vif-A3F inh 8%.
Screening O=C1CC(SCc2nc3ccccc3[nH]2)C(=O)N1c1cccc(F)c1 (configuration not stated) returned D2 potentiator 6, D1 antagonist 8, GRP78 ERSR act -2%, RXFP1 agonist -0.9%, D1 PAM -4, D1 ag 1, Vif-APOBEC3G blk -7%, LDHA block -4 and Vif-A3F inh 4%.
For Cn1c(=O)oc2cc(S(=O)(=O)N3CCCC(C(=O)N4CCN(c5ccc(Cl)cc5)CC4)C3)ccc21 (configuration not stated) the results were D2 potentiator -17, D1 antagonist -34*, GRP78 ERSR act -2%, RXFP1 agonist -0.7%, D1 PAM -3, D1 ag 9, Vif-APOBEC3G blk -2%, LDHA block 2 and Vif-A3F inh -8%.
`CCCc1cc(C(=O)Nc2ccc(C)cc2)no1` gave D2 potentiator -19, D1 antagonist -9, GRP78 ERSR act -1%, RXFP1 agonist 0.8%, D1 PAM 4, D1 ag 3, Vif-APOBEC3G blk 4%, LDHA block 1 and Vif-A3F inh -2%.
`CC(C)c1ccc(NC(=O)CSc2n[nH]c(=O)n2-c2ccc3c(c2)OCCO3)cc1` gave D2 potentiator 5, D1 antagonist -4, GRP78 ERSR act -2%, RXFP1 agonist 2.0%, D1 PAM 4, D1 ag 6, Vif-APOBEC3G blk 1%, LDHA block -1 and Vif-A3F inh -2%.
`Cc1cccc(NC(=S)NNC(=O)CCn2nc(C)c([N+](=O)[O-])c2C)c1` gave D2 potentiator -9, D1 antagonist 12, GRP78 ERSR act -1%, RXFP1 agonist 0.5%, D1 PAM -3, D1 ag -3, Vif-APOBEC3G blk 0%, LDHA block 3 and Vif-A3F inh -37%.
Screening Cc1ccc(NC(=O)CSc2nnc(C)c(=O)n2N)cc1 returned D2 potentiator -2, D1 antagonist 2, GRP78 ERSR act -1%, RXFP1 agonist 9.6%, D1 PAM -3, D1 ag 0, Vif-APOBEC3G blk 1%, LDHA block -6 and Vif-A3F inh -13%.
`Cc1cc(C)cc(NC(=O)CN2C(=O)CSc3ccc(S(=O)(=O)N4CCCC4)cc32)c1` gave D2 potentiator -9, D1 antagonist 6, GRP78 ERSR act -3%, RXFP1 agonist 0.3%, D1 PAM -2, D1 ag 2, Vif-APOBEC3G blk 0%, LDHA block -15 and Vif-A3F inh 2%.
`CN(C(=O)Nc1ccccc1)C1CCCc2ccccc21` (configuration not stated) gave D2 potentiator 5, D1 antagonist 12, GRP78 ERSR act 8%, RXFP1 agonist 0.4%, D1 PAM 3, D1 ag 0, Vif-APOBEC3G blk -5%, LDHA block -2 and Vif-A3F inh -2%.
`CCOCCCNC(=S)N1CCN(c2nc(-c3ccccc3)cs2)CC1` gave D1 antagonist -20, GRP78 ERSR act -2%, RXFP1 agonist 1.5%, D1 PAM -9, D1 ag 3, Vif-APOBEC3G blk 2%, LDHA block -11 and Vif-A3F inh 5%.
For CCOc1ccc2[nH]c(=O)c(C(c3nnnn3CC3CCCO3)N3CCc4ccccc4C3)cc2c1 (configuration not stated) the results were D2 potentiator 15, D1 antagonist -14, GRP78 ERSR act -1%, RXFP1 agonist 1.4%, D1 PAM -5, D1 ag -1, Vif-APOBEC3G blk 1%, LDHA block 20 and Vif-A3F inh -2%.
For CC1=NN(c2ccccc2)C(=O)C1N=Nc1ccc(S(N)(=O)=O)cc1 (configuration not stated) the results were D2 potentiator 3, D1 antagonist -20, GRP78 ERSR act -3%, RXFP1 agonist 4.1%, D1 PAM 4, D1 ag 0, Vif-APOBEC3G blk -10%, LDHA block -4 and Vif-A3F inh 0%.
O=C(COc1ccc(Cl)cc1)Nc1ncccn1 was read as D2 potentiator -16, D1 antagonist -2, GRP78 ERSR act 3%, RXFP1 agonist 0.4%, D1 PAM -3, D1 ag 1, Vif-APOBEC3G blk 0%, LDHA block 1 and Vif-A3F inh -1%.
Cn1cnc([N+](=O)[O-])c1Oc1ccc2ccccc2c1 was read as D2 potentiator -1, D1 antagonist -19, GRP78 ERSR act 9%, RXFP1 agonist -0.5%, D1 PAM -4, D1 ag 5, Vif-APOBEC3G blk -21%, LDHA block 20 and Vif-A3F inh inconclusive.
`O=C(COC(=O)c1ccccc1)NC12CC3CC(CC(C3)C1)C2` gave D2 potentiator -8, D1 antagonist 13, GRP78 ERSR act -2%, RXFP1 agonist -3.5%, D1 PAM 1, D1 ag 0, Vif-APOBEC3G blk -1%, LDHA block -6 and Vif-A3F inh -14%.
CCOC(=O)c1ccc(NC(=O)NC(C)C2CCCO2)cc1 (configuration not stated) was read as D2 potentiator -7, D1 antagonist -1, GRP78 ERSR act 4%, RXFP1 agonist 0.0%, D1 PAM -5, D1 ag 1, Vif-APOBEC3G blk 2%, LDHA block -7 and Vif-A3F inh 3%.
For COc1ccc(/C=N/NC(=O)c2cccc(C(=O)N/N=C/c3ccc(OC)c(OC)c3)n2)cc1OC the results were D2 potentiator -1, D1 antagonist 9, GRP78 ERSR act -2%, RXFP1 agonist 15%, D1 PAM -1, D1 ag 1, Vif-APOBEC3G blk -1%, LDHA block -10 and Vif-A3F inh 2%.
`Cc1noc(C)c1S(=O)(=O)N1CCC(C(=O)N(C)Cc2ccccc2)CC1` gave D2 potentiator -8, D1 antagonist -5, GRP78 ERSR act -3%, RXFP1 agonist 2.5%, D1 PAM -4, D1 ag -1, Vif-APOBEC3G blk 1%, LDHA block -1 and Vif-A3F inh -16%.
For CCCCCCOc1ccc(C(CC(N)=O)C(=O)O)cc1 (configuration not stated) the results were D2 potentiator 0, D1 antagonist 4, GRP78 ERSR act 8%, RXFP1 agonist -2.9%, D1 PAM -5, D1 ag 1, Vif-APOBEC3G blk 3%, LDHA block -1 and Vif-A3F inh 6%.
`N=c1c(C(=O)NCC2CCCO2)cc2c(=O)n3ccccc3nc2n1Cc1ccccc1` (configuration not stated) gave D2 potentiator -6, D1 antagonist 12, GRP78 ERSR act -2%, RXFP1 agonist 27%, D1 PAM -3, D1 ag -1, Vif-APOBEC3G blk -1%, LDHA block 0 and Vif-A3F inh -5%.

Only part of the results is shown; rates above refer to the full screens.
